VP16 counter = inhibits Gal4-VP16 luciferase reporter, ROR gamma counter-screen; Drosophila S2 Gal4-VP16 UAS-luciferase, luminescence, 20 h; Potency, µM (doses to about 53.6 µM), inactives show at the top dose activity, negative = inhibition, most hits filed as inhibitors; 310,000 compounds, 3.5% hits; AID 2546;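 note: Gal4-VP16 expression switched on by copper sulfate through the metallothionein promoter; % is set by controls: 0 for no effect and ±100 for the full control effect; nearly all actives have a fitted effect of over 50% in size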
Rab9 promoter act = activates the Rab9 promoter; 320,000 compounds, 2.8% hits; Huh7 Rab9 promoter-luciferase reporter, luminescence, 24 h; Potency, µM (series often up to 9.22 µM), for inactives: at the highest dose activation, negative = inhibition, usual class: activators; AID 485297; note: % of control where 0% means no effect; nearly all actives have a fitted effect of over 60% in size
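Cells were plated at 1500 per well in reduced-serum medium with 10% FBS and left 2 h. Compound in DMSO was then added for 24 h at 37 °C. Reporter signal was read by luminescence after 10 min with luciferase detection reagent.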
RORgamma inh = inhibitors of mouse ROR gamma transcriptional activity; P51450; Drosophila S2 Gal4-RORgamma UAS-luciferase reporter, 20 h; Potency, µM (titrated, usually from 53.6 µM), without a hit: at the highest dose activity change, negative = inhibition, usual class: inhibitors; 310,000 compounds, 5.4% hits; note: % is set by controls: 0 for no effect and ±100 for the full control effect; nearly all actives have a fitted effect of over 60% in size
Target sequence (P51450 whole entry, looked up, the tested form may be a part): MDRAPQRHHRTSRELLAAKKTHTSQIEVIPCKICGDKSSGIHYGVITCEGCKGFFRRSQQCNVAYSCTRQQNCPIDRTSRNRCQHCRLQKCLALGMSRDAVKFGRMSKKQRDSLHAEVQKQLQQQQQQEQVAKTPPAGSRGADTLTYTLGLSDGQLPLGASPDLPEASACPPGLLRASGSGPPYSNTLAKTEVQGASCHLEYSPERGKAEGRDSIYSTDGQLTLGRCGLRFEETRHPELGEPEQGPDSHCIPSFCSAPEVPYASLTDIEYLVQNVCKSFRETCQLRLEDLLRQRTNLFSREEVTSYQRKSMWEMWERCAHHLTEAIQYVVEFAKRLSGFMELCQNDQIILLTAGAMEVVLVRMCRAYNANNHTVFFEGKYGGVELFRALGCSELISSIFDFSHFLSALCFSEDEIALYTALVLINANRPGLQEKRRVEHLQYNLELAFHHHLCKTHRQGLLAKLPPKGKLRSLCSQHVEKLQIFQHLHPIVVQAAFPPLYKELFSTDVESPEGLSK
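ROR gamma transcriptional activity was tracked as Gal4-UAS luciferase output in stably transfected Drosophila Schneider cells, with compound added 1 hr before 700 uM copper sulfate induction and a 20 hr ambient-temperature incubation.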
NPC1 prom act = NPC1 promoter activation. 320,000 compounds, 2.4% hits. Potency, µM (doses to about 9.22 µM), without a hit: at the highest dose activation, actives largely listed as activators. Huh7 NPC1 promoter luciferase reporter, 24 h;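 note: % of control where 0% means no effect; nearly all actives have a fitted effect of over 60% in size; reporter is driven by a mutant NPC1 promoter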
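Stable NPC1-promoter luciferase Huh7 line; cpd (DMSO) 24 h, 37 °C, 5% CO2; Amplite luciferase reagent 10 min RT; luminescence readout. qHTS format.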
p53 reactivator = mutant p53 re-activation in reporter cells | H1299 p53-A138V BP100-luciferase reporter, luminescence, 24 h | Potency, µM (titrated, usually from 92.2 µM), without a hit: at the top dose activity change, positive = activation, most hits filed as activators | 320,000 compounds, 0.063% hits; note: % of control where 0% means no effect; nearly all actives have a fitted effect of over 45% in size
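H1299 (p53-null), stable ts p53-A138V + BP100-Luc; 1000 cells/well, Opti-MEM/10% FBS; cpd 4 pt, 1:5; 24 h, 37 deg C, 5% CO2; detection reagent 10 min RT; luminescence.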
uPA surface inh = blocks generation of uPA at the cell surface. Potency, µM (doses to about 38.3 µM), for the others: top-dose activity change, negative = inhibition, most hits filed as inhibitors. AID 540303. cell surface uPA generation assay, qHTS. 330,000 compounds, 0.31% hits; active = well fitted inhibition curve with a large enough effect; inconclusive = small, poorly fitted or top-dose-only effect; inactive = no such curve, though single readings can be large or run the other way; tested in mouse RAW 264.7 cells; note: % is set by controls: 0 for no effect and ±100 for the full control effect; nearly all actives have a fitted effect of over 55% in size
MBNL1-CUG inh = blocks human MBNL1 binding to CUG repeat RNA. AID 2675. Potency, µM (top dose mostly 57.5 µM), without a hit: at the top dose activity change, negative = inhibition, usual class: inhibitors. Q9NR56. TR-FRET MBNL1-His/biotin-(CUG)12 binding, 665/545 ratio. 280,000 compounds, 0.036% hits; active = well fitted inhibition curve with a large enough effect in the signal ratio, with a control signal flat, not every such curve was filed as active; inconclusive = small, poorly fitted or top-dose-only effect, or effect the other way, or a change in a side signal; inactive = no such curve, though single readings can be large or run the other way; the % refers to the signal ratio; note: % is set by controls: 0 for no effect and ±100 for the full control effect
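Compound titration spanned 92 nM–58 uM against the MBNL1-His/biotin-(CUG)12 complex. After 60 min at room temperature with 5 nM streptavidin-XL665 and 0.055 ng/ul terbium anti-His, ratiometric 665/545 nm emission (Ex 340 nm) normalized to controls.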
FLuc modulator = firefly luciferase modulation, counter-screen for miR-21 project. P08659. purified FLuc, Km substrates, luminescence inhibition. Potency, µM (highest dose often 57.5 µM), for inactives: top-dose activity change, negative = inhibition, usual class: inhibitors. 360,000 compounds, 6.9% hits. AID 588342;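 note: plate controls were vehicle for no effect and reference inhibitor for full effect; nearly all actives have a fitted effect of over 55% in size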
Target sequence (P08659 whole entry, looked up): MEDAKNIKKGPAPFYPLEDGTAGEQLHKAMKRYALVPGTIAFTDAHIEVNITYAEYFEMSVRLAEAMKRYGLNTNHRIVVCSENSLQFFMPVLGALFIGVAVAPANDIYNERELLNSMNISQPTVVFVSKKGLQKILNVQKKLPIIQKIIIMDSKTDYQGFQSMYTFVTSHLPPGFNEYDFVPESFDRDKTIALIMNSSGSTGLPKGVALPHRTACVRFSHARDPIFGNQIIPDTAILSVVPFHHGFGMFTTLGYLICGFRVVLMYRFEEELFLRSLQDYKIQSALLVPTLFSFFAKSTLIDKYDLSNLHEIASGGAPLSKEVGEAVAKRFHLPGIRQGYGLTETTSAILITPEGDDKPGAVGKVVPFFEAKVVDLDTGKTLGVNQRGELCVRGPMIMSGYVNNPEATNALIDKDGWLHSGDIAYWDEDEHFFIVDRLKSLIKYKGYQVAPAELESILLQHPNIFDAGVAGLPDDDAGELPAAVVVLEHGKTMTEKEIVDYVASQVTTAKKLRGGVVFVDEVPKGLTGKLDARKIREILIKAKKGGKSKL
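Purified P. pyralis luciferase (10nM final) with 10uM D-luciferin and 10uM ATP (Km levels) in 50mM Tris acetate pH 7.5, 10mM Mg acetate, 0.01% Tween-20, 0.05% BSA; qHTS 6-point titration, ~60 µM downward; luminescence read.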
ELG1 genotox = inducers of genotoxicity in HEK293T ELG1-luciferase cells; HEK293T ELG1-luciferase reporter, luminescence, 16 h; Potency, µM (highest dose often 46 µM), without a hit: at the top dose activity change, positive = activation, hits mostly activators; 330,000 compounds, 1.3% hits; AID 504466; note: % of control where 0% means no effect; nearly all actives have a fitted effect of over 60% in size
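ELG1-luciferase HEK293T cells, 2,000/well; compound pinned in; 16 hr, 37 °C, 5% CO2; ONE-Glo, 30 min RT; luminescence on CCD imager.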
BRCA1 expr act = increases BRCA1 expression; AID 624202; Potency, µM (top dose mostly 46.1 µM), without a hit: at the top dose activation, usual class: activators; MCF7-BRCA1-FFLuc reporter, luminescence, 48 h; response scale: scaled: vehicle 0%, 10 µM genistein 100%; 380,000 compounds, 1.1% hits; note: nearly all actives have a fitted effect of over 80% in size; some results filed as inactive show a strong effect at the top dose
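Reporter cells (MCF7, BRCA1 promoter-firefly luciferase) received library compounds across a concentration series for 48 h. End-point luminescence was measured and concentration-effect curves derived after normalization.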
* hit, by the source's call; ? = inconclusive; / = not tested or not shown; [ ] = another dose, or the depositor's remark. Unless noted, calls come from the whole dose curve; as a rule, active = well fitted curve in the direction sought with a large enough effect; inconclusive = small, poorly fitted or top-dose-only effect, or another doubt; inactive = no such curve, though single readings can be large; an effect the other way counts as inactive or inconclusive. Potency is the fitted concentration of half-maximal effect.

| canonical_smiles | VP16 counter | Rab9 promoter act | RORgamma inh | NPC1 prom act | p53 reactivator | uPA surface inh | MBNL1-CUG inh | FLuc modulator | ELG1 genotox | BRCA1 expr act |
| --- | --- | --- | --- | --- | --- | --- | --- | --- | --- | --- |
| C(=N\Nc1nc2ccccc2[nH]1)/c1ccc2c(c1)OCO2 | ? | 2µM* | 13µM* | 1.6µM* | 15% | -7% | 6% | 7.6µM* | ? | 13µM* |
| CCOC(=O)CN1C2=NCCN2c2ccccc21 | 0% | -13% | -23% | -3% | -5% | 5% | -11% | 0% | 1% | -9% |
| CC(=O)Cc1nsc(NC(=O)c2ccco2)n1 | 19% | -1% | 13% | 2% | -1% | -3% | -6% | -6% | -4% | 0% |
| COc1ccccc1C1CCN(c2ccc([N+](=O)[O-])cn2)CC1 | 5% | 15% | 28% | 5% | 6% | -3% | / | ? | -5% | 2% |
| CC(C)c1nnc(NC(=O)CCC(=O)N2CCN(C3CCCCC3)CC2)s1 | -9% | -1% | -10% | 5% | -5% | 4% | -5% | -5% | 0% | 1% |
| Cc1ccccc1NC(=O)c1ccc2c(c1)CCN2S(C)(=O)=O | 16% | 4% | 15% | 9% | -36%[inhibitor] | 1% | -6% | -3% | 2% | -7% |
| Fc1cccc(CSc2ccc(-c3ccco3)nn2)c1 | 10% | ? | 31% | ? | ? | 1% | 14% | 12µM* | ? | ? |
| CCCNC(=O)c1cc2ccccc2c(=O)o1 | -6% | -3% | 18% | -3% | ? | 0% | ? | ? | 12% | 3% |
| Cc1cc2n(n1)SC(Nc1ccc(F)c(Cl)c1)N2 (stereo not given) | 1.1µM* | 20% | 0.63µM* | 2% | 13% | / | 2% | ? | 10% | 47% |
| CN(C)c1ccc(/C=N/NC(=O)c2cccc(N3CCCC3=O)c2)cc1 | 6% | 15% | -1% | 4% | 2% | -2% | 8% | 11µM* | 9% | 30% |
| CC1CC(C)CN(C(=O)COC(=O)c2ccc(Cl)nc2)C1 (stereo not given) | / | -1% | / | 1% | 6% | 0% | / | 3% | 0% | 5% |
| COc1ccc(NC(=O)Cn2ncc(Cl)c(Cl)c2=O)cc1S(=O)(=O)N1CCOCC1 | ? | -42%[inhibitor] | ? | -29% | -22% | -9% | 143%[activator] | -2% | -17% | -86%[inhibitor] |
| COc1ccccc1C(=O)Nc1ccc(S(=O)(=O)Nc2nccs2)cc1 | 14% | -2% | ? | -7% | 2% | 0% | -8% | -1% | 6% | -1% |
| Cc1nnc(SCC(=O)NNC(=O)COc2ccc(Br)cc2)n1C | / | -5% | / | -1% | -11% | -21% | / | -20% | 0% | 6% |
| O=C(CSc1nnnn1-c1ccccc1)N1CCN(C(=O)c2ccco2)CC1 | 13% | 1% | -4% | -3% | 3% | -3% | -3% | 3% | 1% | 4% |
| Cc1nc2ccccc2nc1OCc1ccc([N+](=O)[O-])cc1 | -2% | -7% | 12% | 1% | 0% | -8% | ? | -5% | 0% | -6% |
| C#CCOCCOCCOCCNc1nc(N2CCN(C(=O)CCCCCCCCCCNC(=O)[C@H]([C@@H](C)CC)n3cc(CCCCCN)nn3)CC2)nc(N2CCN(C(=O)CCCCCCCCCCNC(=O)[C@@H]([C@H](C)O)n3cc(C)nn3)CC2)n1 | / | -7% | / | -1% | -20% | ? | / | -3% | -7% | -61% |
| O=C(CN1CCCCCC1)N1c2ccccc2Sc2ccc(C(F)(F)F)cc21 | 2% | -2% | 135% | 0% | 7% | 12% | -1% | -1% | -7% | -15% |
| CCc1ccccc1NC(=O)CCN1C(=O)C2C3CCC(C3)C2C1=O (stereo not given) | 2% | -8% | 15% | -2% | 3% | 1% | -12% | 3% | 8% | -13% |
| CCCCn1nnnc1NCc1ccc(OC)c(OC)c1OC | -8% | 14% | 23% | -1% | -11% | / | -1% | 0% | 0% | -9% |
| COC(=O)c1nnn(CC(=O)NC(=O)Nc2cccc(Cl)c2C)c1C(=O)OC | -1% | 1% | 28% | 1% | -2% | 2% | -6% | 1% | 2% | -2% |
| COc1ccc(/C=N/OCC(=O)N(Cc2ccccc2)c2ccccc2C(=O)O)cc1 | -13% | -3% | -10%[10 µM] | -3% | 3% | 6% | / | 1% | 2% | 20% |
| COc1ccc(Nc2nc(NC(C)(C)C)nc(N3CCOCC3)n2)c(OC)c1 | 2% | -2% | -11% | -7% | -7% | 2% | -4% | 2% | -3% | -38% |
| COc1ccc(S(=O)(=O)Nc2ccc3c(c2)OCCO3)cc1Cl | ? | -5% | ? | -2% | 3% | 0% | -8% | 3% | -4% | -12% |
| CCn1cc(C(=O)NCc2ccc3c(c2)OCO3)c(=O)c2cc(S(=O)(=O)N(C)C)ccc21 | 1% | -7% | 32% | -1% | -21% | -6% | -29% | -6% | -3% | 0% |
| CCc1nn(CC(=O)N2CCC(C)CC2)c(=O)c2cccn12 | -3% | -7% | 20% | -2% | -2% | -14% | -3% | 6% | 4% | 0% |
| Cc1nn(S(=O)(=O)N(C)C)c(C)c1CN1C(=O)c2ccccc2C1=O | 4% | 1% | 6% | -3% | 1% | 10% | 16% | -6% | -3% | 2% |
| CCC(CC)NC(=O)C1CC(=O)N(CCc2ccc(F)cc2)C1 (stereo not given) | -7% | 0% | 13% | -1% | ? | -2% | -9% | -1% | -1% | 5% |
| O=S(=O)(Nc1cccc(-n2cnnn2)c1)c1cnc(Cl)c(Cl)c1 | -5% | -1% | 14% | -2% | 2% | ? | -2% | -3% | -1% | -39% |
| CCOC(=O)C1=C(N)Oc2cc(C)n(C)c(=O)c2C1c1ccncc1 (stereo not given) | 9% | -4% | 1% | 22% | -1% | 2% | 3% | 8% | 2% | -14% |
| O=C(Nc1nc(-c2ccccc2)nc2ccccc12)c1ccc(F)cc1 | -25% | -2% | -32% | -9% | 3% | -1% | -4% | 3% | 16% | -22% |
| CCOc1ccc(Nc2nc(Cc3nnc(SCC(=O)O)o3)cs2)cc1 | -3% | 4% | -29% | 13% | -3% | -20% | 6% | 8.5µM* | -4% | -32% |
| CCOc1ccc(CCNC(=O)COC(=O)COc2ccc(C#N)cc2)cc1OCC | / | -3% | / | -1% | -4% | -3% | / | 7% | -1% | -1% |
| Cc1cc(NS(=O)(=O)c2ccccc2)n(-c2ccccc2)n1 | 2% | -8% | ? | 0% | 15% | -1% | -1% | 4% | 0% | -22% |
| Cc1nc2nc[nH]n2c(=O)c1NC(=O)CCc1ccccc1 | 0% | 3% | 4% | 1% | 4% | 0% | -10% | -1% | -2% | -3% |
| COC(=O)c1[nH]c2c(c1C)C(=O)CC(c1ccccc1)C2 (stereo not given) | 0% | -34%[inhibitor] | 31% | -12% | -3% | ? | 1% | -1% | 18% | -89% |
| Cc1nn2c(CN(C(=O)CN3CCOCC3)c3ccccc3)nnc2c2ccccc12 | -2% | 1% | -14% | 2% | -9% | -4% | 2% | -2% | 1% | -7% |
| CC(C)C[C@H](NC(=O)C1CCN(S(=O)(=O)c2ccccc2)CC1)C(=O)NCc1ccccn1 | -8% | -5% | -16% | -2% | 1% | -9% | -6% | 1% | -1% | 0% |
| N#C/C(=C\c1ccc(Sc2nc3ccccc3[nH]2)o1)c1ccccc1 | ? | -9% | -18% | -4% | 2% | -10% | 15% | -2% | -1% | -62% |
| CC1=NN(c2cccc(C(=O)O)c2)C(=O)/C1=C\C=C/c1ccccc1 | 3.5µM* | -3% | 1.1µM* | -5% | 3% | -16% | 2% | 2.4µM* | -9% | -47% |
| N/C(=N\OS(=O)(=O)c1ccc(Br)cc1)c1ccncc1 | -9% | -2% | 0% | 7% | -22% | / | -8% | 0% | -1% | -10% |
| O=C(O)Cn1c(=O)c2cccn2c2ccccc21 | -29% | -1% | -25% | 0% | 18% | 0% | -5% | -2% | -5% | -2% |
| Cc1ccc(-c2cc(C(=O)NCc3ccccn3)c3ccccc3n2)cc1 | 11% | 25% | 0% | 1% | -1% | -9% | 22% | 4.3µM* | -2% | 68% |
| COc1cccc(NCc2cc(=O)oc3cc(C)c(O)cc23)c1 | -3% | 0% | 39% | 2% | 1% | -1% | 9% | -5% | 3% | -51% |
| C(=N\N1CCOCC1)/c1nc(-c2ccccc2)n2ccccc12 | -15% | 9% | ? | 1% | 0% | -6% | ? | -4% | 3% | -20% |
| Cc1noc(NS(=O)(=O)c2ccc(NC(=O)c3nn(-c4ccccc4)ccc3=O)cc2)c1C | -3% | -1% | 1% | -10% | -4% | 1% | ? | 0% | -2% | 25% |
| CCOc1c2ccc(C(=O)NC3CCCc4ccccc43)cc2nn1C (stereo not given) | -4% | 0% | 0% | -1% | -4% | -4% | 0% | -7% | 0% | 4% |
| COc1cc(S(=O)(=O)n2ccc(C)n2)ccc1Cl | 5% | 5% | 21% | -4% | / | 2% | -2% | 0% | 2% | 14% |

Marked active in Rab9 promoter act (from the list above):
Molecule | Rab9 promoter act | RORgamma inh | NPC1 prom act | p53 reactivator | uPA surface inh
C(=N\Nc1nc2ccccc2[nH]1)/c1ccc2c(c1)OCO2 | 2µM* | 13µM* | 1.6µM* | 15% | -7%

Source: PubChem (National Center for Advancing Translational Sciences (NCATS))
